High-throughput results deposited in PubChem by The Scripps Research Institute Molecular Screening Center.
CHO parental Ca – ATP-evoked calcium signal inhibitors, parental CHO, primary screen, counter-screen for OX1R antagonist project, cell-based, fluorescence, Fluo-8 calcium dye. parental CHO-K1, ATP-induced calcium, Fluo-8 fluorescence. inhibition, % at 5.6 µM. 0.63% of 330,000 active. AID 463079, 2010;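 active means inhibition above that plate's mean sample inhibition plus 3 SD, cut at about 26% in these data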;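 further: 0% = ATP-challenged DMSO wells and 100% = DMSO wells without ATP; some compounds past the cut are filed as inactive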
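test system = CHO parental line | reagent = ATP stimulus | measured by = intracellular calcium via Fluo-8 no-wash fluorescent dye | control set = ATP and no-ATP DMSO wells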
M1 PAM parental – nonselective calcium activators in parental CHO-K1 cells, primary screen, counter-screen for M1 PAM project, cell-based, Fluo-8 calcium fluorescence, full deck, 1536-well; ATP EC20; 0% at ATP EC20, 100% at ATP max; activation, % at 3 µM; 0.02% of 360,000 active; AID 602247, 2012;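 active means activation above the run cutoff, the mean activation of all test compounds plus 3 SD, cut at about 40% in these data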;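 further: peak over basal fluorescence ratio in a 140 s read after ATP addition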
GPR7 antag – GPR7 receptor antagonists, primary screen, cell-based, fluorescence, single concentration | AID 1861, 2009 | GPR7-expressing cells, fluorescence antagonist assay | Neuropeptides B/W receptor type 1 (Homo sapiens), P48145 | inhibition, % at 4.4 µM | 1.1% of 290,000 active; in the data active means inhibition above about 16%, passing the limit was not always enough;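 further: cells stimulated with the agonist NPW; 0% = agonist with vehicle and 100% = vehicle without agonist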
Target sequence (P48145 whole entry, looked up): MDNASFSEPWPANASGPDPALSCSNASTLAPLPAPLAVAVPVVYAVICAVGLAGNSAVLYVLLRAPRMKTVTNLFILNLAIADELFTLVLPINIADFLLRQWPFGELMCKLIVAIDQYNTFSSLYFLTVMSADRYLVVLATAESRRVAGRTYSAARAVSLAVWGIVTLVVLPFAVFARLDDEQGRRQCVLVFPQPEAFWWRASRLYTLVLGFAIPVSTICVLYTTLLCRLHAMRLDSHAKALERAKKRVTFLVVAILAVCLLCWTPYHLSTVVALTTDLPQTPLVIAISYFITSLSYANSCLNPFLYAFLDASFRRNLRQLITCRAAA
M1 ag parental – counter-screen for M1 agonists: effect in parental CHO-K1 cells. Fluo-8 calcium fluorescence; scaled to maximal ATP response, vehicle zero. 0.48% of 360,000 active. activation, % at 3 µM; in the data active means activation above about 15%;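 further: untransfected CHO-K1 host cells lacking M1 receptor as counterscreen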
TAAR1 antagonist – human TAAR1 antagonists, primary screen, Fluo-8 calcium fluorescence, CHO RD-HGA16 cells. 1.5% of 360,000 active. inhibition, % at 3 µM. antagonist. AID 624466, 2012. Trace amine-associated receptor 1 (Homo sapiens), Q96RJ0;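 active means inhibition above a per-plate cutoff, the mean inhibition of test compounds on that plate plus 3 SD, cut at about 49% in these data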;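 further: 0% = DMSO plus EC80 beta-PEA response and 100% = DMSO alone without agonist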
Target sequence (Q96RJ0 whole entry, looked up): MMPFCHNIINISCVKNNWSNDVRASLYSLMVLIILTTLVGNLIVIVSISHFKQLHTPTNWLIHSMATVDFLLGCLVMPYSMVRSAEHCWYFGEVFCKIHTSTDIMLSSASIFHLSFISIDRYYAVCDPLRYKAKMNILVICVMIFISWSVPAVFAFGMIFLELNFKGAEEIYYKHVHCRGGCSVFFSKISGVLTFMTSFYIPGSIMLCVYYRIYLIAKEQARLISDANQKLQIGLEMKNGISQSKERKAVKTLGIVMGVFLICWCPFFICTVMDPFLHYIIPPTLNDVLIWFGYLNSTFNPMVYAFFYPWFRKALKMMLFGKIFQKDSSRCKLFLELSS
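Test system – hTAAR1-expressing CHO RD-HGA16 cells, Gα16-coupled · Also added – β-PEA at EC80 concentration, post-compound challenge · Compound – 3 µM, single point · Incubation – dye loading 75 min at 37 °C, then 30 min room temperature · Measured by – Fluo-8 intracellular calcium dye fluorescence, real-time kinetic reads · Benchmarks – vehicle and agonist controls · Replicates – singlicate, one well per test compound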
CHO-K1 Ca antag – counter-screen for M1 antagonists: effect in parental CHO-K1 cells; inhibition, % at 3 µM; AID 602250; ATP-induced calcium, Fluo-8 fluorescence; 0.6% of 360,000 active;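 active means inhibition above a per-plate cutoff, the plate's mean sample inhibition plus 3 SD, cut at about 24% in these data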;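 further: 0% = DMSO plus EC80 ATP and 100% = DMSO alone without ATP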
OXTR potentiate – human OXTR potentiators, primary screen, fluorescence, CHO-OTR cells, Fluo-8 calcium | 0.061% of 320,000 active | Fluo-8 calcium fluorescence, potentiator mode; 0% = oxytocin EC15, 100% = EC100 | activation, % at 3 µM | AID 2445, 2010 | Oxytocin receptor (Homo sapiens), P30559;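 active means activation above that plate's cutoff, the mean activation of tested compounds plus 3 SD, cut at about 6.6% in these data, passing the limit was not always enough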;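 further: 100% uses oxytocin at 75 nM as the full agonist control; some results filed as inactive read as strong as hits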
Target sequence (P30559 whole entry, looked up): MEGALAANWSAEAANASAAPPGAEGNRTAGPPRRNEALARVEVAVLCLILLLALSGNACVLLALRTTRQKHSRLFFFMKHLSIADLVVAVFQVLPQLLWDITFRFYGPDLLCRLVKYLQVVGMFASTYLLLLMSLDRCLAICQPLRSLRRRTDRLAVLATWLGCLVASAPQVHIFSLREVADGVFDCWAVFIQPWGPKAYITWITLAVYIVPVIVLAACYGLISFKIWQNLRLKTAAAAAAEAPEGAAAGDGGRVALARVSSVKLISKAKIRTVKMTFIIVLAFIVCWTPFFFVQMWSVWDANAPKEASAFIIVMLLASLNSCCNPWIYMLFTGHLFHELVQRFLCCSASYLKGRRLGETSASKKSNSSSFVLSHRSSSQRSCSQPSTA
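Assay system: CHO cell line stably expressing human OTR | Also added: Oxytocin at about EC15, sub-maximal agonist stimulus | Times: Compound 6 min at room temperature before oxytocin, 100 s read | Measured by: Fluo-8 intracellular calcium fluorescence, ex 470-495, em 515-575 nm | Controls: EC15 oxytocin alone as 0%, 75 nM oxytocin as 100%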
OXTR agonist – human OXTR agonists, primary screen, fluorescence, CHO-OTR cells, Fluo-8 calcium; Oxytocin receptor (Homo sapiens), P30559; Fluo-8 calcium fluorescence; normalized: DMSO 0%, oxytocin 100%; activation, % at 3 µM; 0.32% of 320,000 active; AID 2435, 2010;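 active means activation above the mean of all tested compounds plus 3 SD, cutoff set per screening run, cut at about 20% in these data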;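 further: peak over basal fluorescence ratio from a 100 s FLIPR kinetic read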
V1R ag counter – agonists of human V1a receptor, primary screen, counter-screen for OXTR agonist project, fluorescence, CHO-V1R cells; Fluo-8 calcium fluorescence, agonist mode; 0% DMSO, 100% 3 nM vasopressin; activation, % at 3 µM; AID 2797, 2010; 0.25% of 320,000 active;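 active means activation above the mean activation of all tested compounds plus 3 SD, per screening run, cut at about 20% in these data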;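 further: signal is peak over basal fluorescence ratio across a 100 second FLIPR read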
* = called active by the depositor; / = no result given.

SMILES	CHO parental Ca	M1 PAM parental	GPR7 antag	M1 ag parental	TAAR1 antagonist	CHO-K1 Ca antag	OXTR potentiate	OXTR agonist	V1R ag counter
CCc1nnc(NC(=O)CSc2nnc(-c3ccc(NS(=O)(=O)c4ccccc4)cc3)o2)s1	-6	11	-4	-0.5	-5	-1	-3	-1.1	1.2
Cc1ccc2c(c1)C(c1ccccc1)N(C(=O)c1ccc(S(=O)(=O)N3CCOCC3)cc1)CC(=O)N2 (stereo unspecified)	-24	18	9	1.1	8	-3	0	-0.9	1.1
CCOC(=O)c1cc(-c2ccc(C#N)cc2)nc2c1c(C)nn2CCC#N	-6	17	5	0.7	-1	-14	-5	0.1	-0.3
O=C(NC(=S)Nc1ccccc1)c1cccs1	-13	-13	10	0.0	7	-7	-8	-0.8	-0.7
CC(C)(C)n1nnnc1C(c1cc2ccccc2o1)N1CCCC1 (stereo unspecified)	/	7	/	-0.4	-25	-14	/	/	/
OC(c1ccccc1)(c1ccccc1)C1CCN(CCCOc2ccc3c(c2)CCCC3)CC1	/	13	/	3.4	40	-9	/	/	/
O=C(N/N=C/c1cc(Br)cs1)c1c[nH]c2ccccc12	-11	5	-1	4.9	14	-1	-3	-1.9	-1.0
CC1CCCN(C(=O)CN(C)S(=O)(=O)c2ccc3c(c2)c(=O)n(C)c(=O)n3C)C1 (stereo unspecified)	-12	-22	-2	-0.2	-16	3	-11	-0.4	-0.6
Cc1cc(C)c2[nH]c(=S)cc(C)c2c1	-8	-2	-16	0.1	-16	7	0	0.3	0.6
O=C(CCN1C(=O)c2ccccc2C1=O)N1CCN(Cc2ccc(Cl)cc2Cl)CC1	-18	-2	0	0.8	16	17	-8	3.9	3.6
COc1cc(NC(=O)c2cccc(NC3=NC4CS(=O)(=O)CC4S3)c2)cc(OC)c1OC (stereo unspecified)	5	16	4	-0.2	-9	0	-9	-0.7	1.6
CCOC(=O)C1(Cc2ccc(OC)cc2)CCN(C(=O)Cn2cnnn2)CC1	-1	26	-16	1.4	3	-9	-6	-0.4	0.8
O=S(=O)(c1ccccc1)N1CCN(C(=S)Nc2ccc(F)cc2)CC1	7	1	-1	1.8	23	-3	-4	8.9	1.5
COC(=O)CC1C(=O)NCCN1C(=S)Nc1cc(C)cc(C)c1 (stereo unspecified)	0	11	-3	0.0	8	4	-2	1.1	1.5
C=CCn1c(SCC(C)=O)nc2sc3c(c2c1=O)CCC3	-24	-12	-5	-0.5	-1	12	4	-2.3	0.1
COCCNC(=O)C1(C)CCN(C(=O)C2(c3ccc(Cl)cc3)CCCC2)C1 (stereo unspecified)	/	15	/	0.3	-12	5	/	/	/
CC(=NCc1ccccc1)c1ccc(O)cc1O	/	-2	/	0.5	-6	-4	/	/	/
Cc1ccc(C)c(S(=O)(=O)N2C(=S)NC(=O)C2CC(C)C)c1 (stereo unspecified)	-10	3	-11	-0.4	-12	-8	-8	-2.8	-1.8
C[C@@H](C(=O)N[C@@H](Cc1ccccc1)C(=O)O)n1nnc2ccccc2c1=O	4	-5	0	0.5	-3	-4	-3	0.6	1.6
Cc1ccc(NC(=S)N(CCN2CCOCC2)Cc2cc3cc4c(cc3[nH]c2=O)OCO4)cc1	-5	13	-1	0.6	-12	-5	-6	-0.1	0.1
N#Cc1ccsc1NC(=O)COC(=O)CCCSc1nc2ccccc2s1	-7	7	-4	1.1	30	-8	-15	0.4	2.1
O=C(NCC(=O)N(CC1CCCO1)C(C(=O)NC1CCCCC1)c1ccccc1)c1cccs1 (stereo unspecified)	-11	12	-8	0.5	-21	-11	3	1.0	0.5
CC(C)n1c(SC2CCOC2=O)nc2ccccc21 (stereo unspecified)	-4	6	-14	0.2	9	4	-12	-0.2	0.4
Cc1ccc(CN(C)c2ccc(S(=O)(=O)N3CCCC3)cn2)cc1	-6	-16	/	2.0	3	-17	-9	1.8	3.9
CC([NH2+][O-])C(C)(C)NO (stereo unspecified)	-11	16	-1	0.0	-11	-6	-4	0.3	1.5
O=S(=O)(Nc1ccc(N=Nc2ccccc2)cc1)c1ccccc1	-4	5	-6	0.2	18	-1	-14	-1.2	-0.9
Cc1ccc(S(=O)(=O)N2CCCOC2CNC(=O)C(=O)NCCCn2ccnc2)cc1 (stereo unspecified)	-4	22	-2	0.1	8	-5	-8	0.2	-0.6
CCCC(=O)NC1CCCc2c1cnn2-c1ccc(C)c(C)c1 (stereo unspecified)	2	6	-16	2.3	-16	-3	-2	-0.9	1.8
CN(C)C(=O)c1ccc(NC(=O)COC(=O)CC23CC4CC(CC(Br)(C4)C2)C3)cc1	-3	-29	/	-0.2	11	12	2	1.5	5.1
c1ccc(-c2nc(NCc3cccs3)c3ccccc3n2)cc1	-21	17	-3	3.0	-10	-7	-4	1.2	1.5

3 of the compounds above, with bars between the fields.
smiles | CHO parental Ca | M1 PAM parental | GPR7 antag | M1 ag parental | TAAR1 antagonist | CHO-K1 Ca antag | OXTR potentiate | OXTR agonist | V1R ag counter
CC([NH2+][O-])C(C)(C)NO (stereo unspecified) | -11 | 16 | -1 | 0.0 | -11 | -6 | -4 | 0.3 | 1.5
O=S(=O)(Nc1ccc(N=Nc2ccccc2)cc1)c1ccccc1 | -4 | 5 | -6 | 0.2 | 18 | -1 | -14 | -1.2 | -0.9
Cc1ccc(S(=O)(=O)N2CCCOC2CNC(=O)C(=O)NCCCn2ccnc2)cc1 (stereo unspecified) | -4 | 22 | -2 | 0.1 | 8 | -5 | -8 | 0.2 | -0.6

Next section:
SMILES	CHO parental Ca	M1 PAM parental	GPR7 antag	M1 ag parental	TAAR1 antagonist	CHO-K1 Ca antag	OXTR potentiate	OXTR agonist	V1R ag counter
N#C/C(=C\c1ccc(Cl)cc1)c1n[nH]c(Cn2cncn2)n1	-9	-5	-3	0.1	9	16	-1	-0.3	-0.4
Cc1[nH]c(C)c(S(=O)(=O)N2CCC(C)CC2)c1C(=O)N1CCCC1	1	13	-16	1.7	-49	7	-2	-0.5	-0.6
CCOC(=O)c1ccc(CC2S/C(=C(\C#N)C(C)=O)NC2=O)cc1 (stereo unspecified)	-6	-7	-21	0.3	-14	-4	-8	-0.9	2.2
Cn1c(=O)oc2cc(S(=O)(=O)N3CCOCC3)ccc21	-10	24	-2	1.3	-15	-3	-4	0.5	0.1
NC(=O)c1ccc(NC(=O)COC(=O)C2(c3ccccc3F)CCCC2)cc1	-3	5	-6	4.2	11	-11	-13	0.1	1.5
O=C1CCc2cc(S(=O)(=O)N3CCC(C(=O)Nc4nccs4)CC3)ccc2N1	-9	19	-15	0.7	21	-9	4	0.3	1.0
CCn1c(SCc2ccccc2)nc2cc(OC)c(OC)cc2c1=O	-43	-11	-31	-0.5	4	-2	-20	-1.1	-1.2
COC(=O)[C@H](CCSC)NS(=O)(=O)c1ccccc1Br	-10	1	/	0.4	3	-7	-7	0.6	-0.8
CCOC(=O)c1c(NC(=O)C2=C(C)NC(=S)NC2c2ccc(CC)cc2)sc(C)c1C (stereo unspecified)	-37	/	-29	/	/	/	-3	-2.1	-0.1
COc1ccc(F)cc1-c1cc(NC=O)c2ncc(-c3cc(OC)c(OC)c(OC)c3)n2c1	/	13	/	10	77*	-7	/	/	/
CSc1cccc(NS(=O)(=O)c2ccc(C(C)=O)cc2)c1	2	14	19	8.3	-19	-2	-7	7.8	7.4
Cn1c(SCC(=O)Nc2nc3c(s2)CCCC3)nnc1-c1ccccc1	-20	20	-6	0.4	6	-8	5	-1.0	-0.3
CC(C)(C)c1nnc(N/N=C/c2ccc(Br)cc2)n(N)c1=O	-27	13	-9	11	42	7	0	-2.6	-0.4
COc1ccc(CCNC(=O)Cn2cnc3sc(C)c(-c4ccc(F)cc4)c3c2=O)cc1OC	-12	2	-9	6.5	11	-12	-36	20*	23*
C/C(=N\NC(=O)c1c(Cl)c(C)nn1C)c1ccc(NC(=O)COc2ccc(Cl)cc2C)cc1	5	-2	1	-0.2	1	6	-12	-0.8	0.1
Cc1n[nH]c(=O)c2c1nnn2Cc1ccccc1Cl	/	-12	1	0.3	-4	2	/	/	/
O=C(NCCc1ccccc1)c1ccc2nc(-c3ccco3)c(-c3ccco3)nc2c1	-18	0	6	1.3	/	2	5	-2.0	-1.3
CC(=O)c1c(C)[nH]c(C(=O)COC(=O)c2ccc(Cl)nc2)c1C	-8	19	/	1.8	-3	-19	-12	12	6.9
CC(C)(C)c1ccc(C(=O)NCc2cccnc2)cc1	-9	16	-4	0.3	6	-10	-6	0.3	1.2
COC(=O)/C(=C\c1ccc([N+](=O)[O-])o1)NC(=O)c1ccccc1	2	22	5	1.2	18	-9	-6	-1.6	-0.6
COc1ccc(CNc2cc(C)ccn2)cc1	-16	-5	24	-0.5	-11	3	-8	-1.1	-1.1
COc1ccc(S(=O)(=O)N2CCOCC2)cc1NC(=O)CCCOc1ccc(C(C)=O)cc1	/	-5	/	0.7	6	9	/	/	/
COc1ccc(NC(=S)NCCN2CCC(C)CC2)cc1Cl	-15	18	2	2.5	-15	-28	-9	2.3	0.4
CC1CCCCC1NC(=O)COC(=O)/C=C/c1ccc2c(c1)OCO2 (stereo unspecified)	23	25	-4	0.9	28	-20	-9	0.0	2.1
CCc1cc(C(=O)N2CCCC(C(=O)c3ccc(OC)c(F)c3)C2)n(C)n1 (stereo unspecified)	-12	-1	-7	6.2	-12	-8	-7	2.9	5.1
O=c1c(F)cn(C2CCCO2)c(=O)n1Cc1ccc(Cl)cc1 (stereo unspecified)	6	26	-10	2.5	-15	-9	-8	0.7	1.5
COc1ccc(S(=O)(=O)Nc2cc3c4c(c2)CC(=O)N4CCC3)cc1	-6	-9	/	0.9	-12	4	0	1.4	1.4
Cc1cc(=O)[nH]c2ccccc12	4	22	1	0.6	5	-17	-18	1.3	0.4
CN1CCN(NC(=O)NC2CCCCC2)CC1	2	-7	-16	-0.2	-32	-10	0	0.1	0.0
COc1ccc(NC(=O)c2ccc3c(c2)C(=O)N(CC2CCCO2)C3=O)c(OC)c1 (stereo unspecified)	0	-4	-13	1.5	1	-11	-3	2.8	1.2
CCN1C(=O)C(CC(=O)Nc2c(C)cccc2C)SC1=Nc1ccc(S(N)(=O)=O)cc1 (stereo unspecified)	-13	3	-4	0.1	3	3	2	0.3	1.2
COc1cc2cnc(-c3ccsc3)cc2cc1OC	-11	4	/	0.2	12	-3	5	-1.5	-0.4
